# From PubChem
# FBW7 act: activators of human E3 ligase FBW7; Q969H0; AlphaScreen FBW7–phospho-cyclin E peptide binding, activator screen; normalized activity (activation), % at 26.1 µM; 650,000 tested, 0.13% active; AID 1259310; in the data active means normalized activity above about 1.9%;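 further: purified mutant Fbw7 with reduced substrate affinity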
# Target sequence (Q969H0 whole entry, looked up): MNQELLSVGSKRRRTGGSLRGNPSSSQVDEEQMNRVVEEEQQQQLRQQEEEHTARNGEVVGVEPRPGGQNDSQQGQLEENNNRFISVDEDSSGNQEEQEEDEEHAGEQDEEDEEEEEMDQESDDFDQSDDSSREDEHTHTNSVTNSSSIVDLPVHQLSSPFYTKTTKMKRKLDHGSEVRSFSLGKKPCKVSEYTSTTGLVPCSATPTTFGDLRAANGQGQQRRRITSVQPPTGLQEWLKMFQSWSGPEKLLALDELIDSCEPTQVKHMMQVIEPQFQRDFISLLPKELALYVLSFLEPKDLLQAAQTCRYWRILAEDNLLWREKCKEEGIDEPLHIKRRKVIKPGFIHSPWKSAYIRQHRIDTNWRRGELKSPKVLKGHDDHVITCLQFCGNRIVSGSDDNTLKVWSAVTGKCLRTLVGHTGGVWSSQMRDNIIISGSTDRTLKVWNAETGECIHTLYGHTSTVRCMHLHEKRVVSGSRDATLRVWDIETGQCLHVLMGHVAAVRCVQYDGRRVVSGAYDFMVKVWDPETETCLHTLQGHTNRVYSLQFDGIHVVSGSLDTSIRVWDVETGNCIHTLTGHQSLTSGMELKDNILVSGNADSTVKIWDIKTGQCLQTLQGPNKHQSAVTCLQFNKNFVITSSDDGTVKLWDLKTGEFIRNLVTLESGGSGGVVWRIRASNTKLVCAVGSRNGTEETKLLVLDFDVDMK
# GPR151 ag: activators of human GPR151 | Q8TDV0 | PathHunter beta-arrestin GPR151 cells, luminescence | activation, % at 11.2 µM | 650,000 tested, 1% active | AID 1508602; in the data active means activation above about 4.9%;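 further: 0% = median of compound wells and 100% = cells with positive control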
# Target sequence (Q8TDV0 whole entry, looked up): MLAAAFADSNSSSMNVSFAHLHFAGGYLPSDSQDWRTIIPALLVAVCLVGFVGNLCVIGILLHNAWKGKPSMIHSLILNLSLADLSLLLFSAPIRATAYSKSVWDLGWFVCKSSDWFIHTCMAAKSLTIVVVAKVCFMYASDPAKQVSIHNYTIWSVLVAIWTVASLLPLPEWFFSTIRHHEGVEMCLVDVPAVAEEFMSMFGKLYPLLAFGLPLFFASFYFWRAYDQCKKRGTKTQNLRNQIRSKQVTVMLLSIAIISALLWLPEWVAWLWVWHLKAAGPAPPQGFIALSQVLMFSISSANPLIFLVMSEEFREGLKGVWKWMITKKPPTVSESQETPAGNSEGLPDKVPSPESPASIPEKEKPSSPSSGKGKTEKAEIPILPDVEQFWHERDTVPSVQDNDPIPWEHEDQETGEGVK
# MITF inh: blocks human microphthalmia-associated transcription factor; O75030; AlphaScreen MITF homodimerization, bead proximity signal; AID 1259374; inhibition, % at 2.6 µM; 650,000 tested, 0.91% active; in the data active means inhibition above about 50%;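 further: 0% = vehicle wells with protein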
# TEAD-YAP inh: TEAD-YAP interaction inhibition; HEK-TIYL cells, TEAD-Gal4/YAP UAS-luciferase luminescence; inhibition, % at 9.12 µM; 640,000 tested, 1.4% active; AID 1259422; in the data active means inhibition above about 32%;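 further: 0% = median of test compound wells and 100% = reference inhibitor wells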
# Numbers without * were called inactive.
SMILES,FBW7 act,GPR151 ag,MITF inh,TEAD-YAP inh
COc1cc(C(=O)Nc2ccc(-c3nc4cc(C(C)C)ccc4o3)cc2)cc(OC)c1OC,0.8,-0.8,16,9
CCOc1ccc(C2c3[nH]c4ccccc4c3CCN2C(=O)c2ccco2)cc1 (stereo not drawn),-0.2,-0.6,4,24
Cc1cc(I)cc2c1NC(c1cccc3ccccc13)C1CC=CC21 (stereo not drawn),0.0,-0.2,5,-1
O=C(c1cc2n(n1)C(C(F)(F)F)CC(c1cccs1)N2)N1CCN(C(c2ccccc2)c2ccccc2)CC1 (stereo not drawn),-0.2,-0.1,2,-6
CC(C)OCCCNC(=O)c1ccc(NS(C)(=O)=O)cc1,0.0,0.2,12,3
Cc1ccc(NC2=NCC(=O)N2c2ccccc2)cc1C,0.2,1.1,12,4
COCCNC(=O)c1cc2c(=O)n3ccccc3nc2n(Cc2ccc(C)cc2)c1=N,0.4,0.6,-1,7
CC1(C)CC(OC(=O)CCN2CCCCC2)CC(C)(C)N1,-0.1,2.4,-4,-5
Cc1ccc(NC(=O)C(=O)N/N=C/c2cccs2)cc1,0.3,-0.8,17,-2
O=C(O)/C=C/c1ccc(-n2ccnc2)cc1,0.4,-2.0,10,-7
O=C(CN(C(=O)CCC(=O)Nc1nccs1)C1CCCCC1)NCc1ccco1,0.0,0.2,1,0
COc1ccc(-c2csc3ncnc(N4CCN(c5ccccn5)CC4)c23)cc1,0.1,2.6,-6,-2
Cc1cc(C(=O)OCc2ccc(Br)cc2)c(C)o1,-0.1,0.3,5,8
O=C(Nc1ccc(Cl)cc1)c1cc(S(=O)(=O)NCc2ccccc2Cl)ccc1F,0.7,-0.4,10,4
O=C(O)CSCCCN1C(=O)c2cccc3cccc(c23)C1=O,0.1,1.6,-3,7
Cc1nc2ccccc2c(=O)n1NC(=O)c1c(F)cccc1F,0.0,0.4,-2,-5
COc1ccc(CC(=O)N2c3ccccc3NC(=O)CC2C)cc1OC (stereo not drawn),0.3,-1.4,4,5
CCN1CCCC1CNC(=O)c1ccc2c(=O)n(Cc3ccco3)c(=S)[nH]c2c1 (stereo not drawn),0.1,-0.3,-5,0
COc1ccc(C(=O)Nc2ccc3nc(N4CCN(C)CC4)cc(C)c3c2)c(OC)c1,0.0,1.3,-8,-22
CCOC(=O)c1cnc2c(OC)cccc2c1NCC1CCCN1CC (stereo not drawn),0.0,1.2,-12,6
CC(=O)N1CCN(Cc2ccc3c(c2)CN(C(=O)CCc2ccccc2)CCO3)CC1,0.1,0.4,-4,-10
NC1=NN2C(=CSC2c2ccc(Cl)cc2Cl)S1 (stereo not drawn),-0.1,-0.6,10,14
CC1CCc2sccc2/C(=N\NC(N)=O)C1 (stereo not drawn),1.1,-0.6,4,-1
NC(=O)COC(=O)CNC(=O)c1ccc(-c2ccccc2)cc1,0.0,-0.2,5,-2
CCOC(=O)c1ccc(NC(=O)CC2C(=O)N(CC)C(=S)N2CCc2ccc(OC)c(OC)c2)cc1 (stereo not drawn),-0.1,-0.1,-7,5
O=C(CSc1nnc(Cc2ccccc2)o1)Nc1ccccc1[N+](=O)[O-],1.0,1.7,15,-1
Cc1ccccc1-c1oc(C)c(C)[n+]1[O-],-0.1,0.0,7,5
Nc1c(C(=O)c2ccc(Br)cc2)sc2nc3c(cc12)CCCCC3,-0.8,-0.8,3,-2
Cc1ccc(NC(=O)CSc2nnc(-c3ccoc3C)n2CCCN(C)C)cc1Cl,0.6,0.0,10,-3
COc1ccc(N2C(=O)C(Cl)=C(N(CCO)Cc3ccccc3)C2=O)cc1,0.0,0.4,10,10
C/C(=N\N=C1/NC(=O)C(CC(=O)O)S1)c1cccs1 (stereo not drawn),0.7,-0.5,6,-6
O=C(Cc1ccccc1)Nc1ccc2nn(-c3ccc(Cl)cc3)nc2c1,0.8,1.2,22,5
N#Cc1cnn2cc(CCCO)c(C(F)(F)F)nc12,-0.1,-0.4,9,5
C[C@@H](Cn1nnc2ccccc21)NC(=O)c1ccc(=O)[nH]c1,0.2,-0.6,3,1
CNC(=O)c1cc(Cl)c(OC)c(OC)c1,0.1,-0.5,6,6
Cc1nonc1CN(C)C1CCC(=O)N(Cc2ccc(F)c(F)c2)CC1 (stereo not drawn),-0.1,0.7,-22,-1
CCCn1c(=O)c2c(ncn2C)n(CCC)c1=O,-0.1,-2.6,15,8
Cc1ccc(N(C2C=CS(=O)(=O)C2)S(=O)(=O)c2ccc(Br)cc2)cc1 (stereo not drawn),0.3,-0.8,19,-9
COc1ccccc1C(CCNCc1ccco1)c1ccco1 (stereo not drawn),0.7,0.4,16,11
COc1ccc2oc(=O)c(C(=O)NC3CCCC3)cc2c1,0.1,-1.1,-5,-53

# Given with bars between the fields: 15 of the compounds above
molecule | FBW7 act | GPR151 ag | MITF inh | TEAD-YAP inh
CC1CCc2sccc2/C(=N\NC(N)=O)C1 (stereo not drawn) | 1.1 | -0.6 | 4 | -1
NC(=O)COC(=O)CNC(=O)c1ccc(-c2ccccc2)cc1 | 0.0 | -0.2 | 5 | -2
CCOC(=O)c1ccc(NC(=O)CC2C(=O)N(CC)C(=S)N2CCc2ccc(OC)c(OC)c2)cc1 (stereo not drawn) | -0.1 | -0.1 | -7 | 5
O=C(CSc1nnc(Cc2ccccc2)o1)Nc1ccccc1[N+](=O)[O-] | 1.0 | 1.7 | 15 | -1
Cc1ccccc1-c1oc(C)c(C)[n+]1[O-] | -0.1 | 0.0 | 7 | 5
Nc1c(C(=O)c2ccc(Br)cc2)sc2nc3c(cc12)CCCCC3 | -0.8 | -0.8 | 3 | -2
Cc1ccc(NC(=O)CSc2nnc(-c3ccoc3C)n2CCCN(C)C)cc1Cl | 0.6 | 0.0 | 10 | -3
COc1ccc(N2C(=O)C(Cl)=C(N(CCO)Cc3ccccc3)C2=O)cc1 | 0.0 | 0.4 | 10 | 10
C/C(=N\N=C1/NC(=O)C(CC(=O)O)S1)c1cccs1 (stereo not drawn) | 0.7 | -0.5 | 6 | -6
O=C(Cc1ccccc1)Nc1ccc2nn(-c3ccc(Cl)cc3)nc2c1 | 0.8 | 1.2 | 22 | 5
N#Cc1cnn2cc(CCCO)c(C(F)(F)F)nc12 | -0.1 | -0.4 | 9 | 5
C[C@@H](Cn1nnc2ccccc21)NC(=O)c1ccc(=O)[nH]c1 | 0.2 | -0.6 | 3 | 1
CNC(=O)c1cc(Cl)c(OC)c(OC)c1 | 0.1 | -0.5 | 6 | 6
Cc1nonc1CN(C)C1CCC(=O)N(Cc2ccc(F)c(F)c2)CC1 (stereo not drawn) | -0.1 | 0.7 | -22 | -1
CCCn1c(=O)c2c(ncn2C)n(CCC)c1=O | -0.1 | -2.6 | 15 | 8

# (listing goes on)
SMILES,FBW7 act,GPR151 ag,MITF inh,TEAD-YAP inh
Cc1ccccc1NC(=O)c1cnn(-c2ccc(F)cc2)c1C1CCNCC1,-0.2,-0.1,-3,10
O=C(N/N=C\c1ccc(F)cc1)C(c1ccccc1)N1CCOCC1 (stereo not drawn),0.0,1.5,10,5
CCCCOC(=O)C1=C(C)NC2=C(C(=O)CCC2)C1c1ccc(Br)cc1 (stereo not drawn),-0.2,-1.0,9,0
CC(C)(C)C1CCc2c(sc(NC(=O)c3ccccc3F)c2C(=O)O)C1 (stereo not drawn),0.7,-0.9,8,43*
COc1ccc(/C=C2\SC(NC(C)=O)=NC2=O)cc1,0.3,-3.0,11,-19
CC(=O)Nc1ccccc1C(=O)C(=O)Nc1ccc(C(=O)NCCN2CCOCC2)cc1,-0.1,-0.5,-4,0
COc1ccc(S(=O)(=O)NC2CSc3ccc(C)cc3C2=O)cc1 (stereo not drawn),0.0,1.1,7,4
COc1ccccc1CNC(=O)c1cccnc1,0.7,-1.0,-23,-2
Oc1ccc2ccccc2c1/C=N/Nc1nnc(-c2ncc[nH]2)c2ccccc12,-0.2,-0.6,12,0
Cc1nc(SCCO)c2c3c(sc2n1)CCCC3,-0.3,-0.3,-3,-21
CCOc1ccc(C(C)(C)C)cc1S(=O)(=O)N1CC(C)OC(C)C1 (stereo not drawn),0.0,-0.8,1,15
COc1ccc(-c2cnc3cccc([N+](=O)[O-])c3c2)cc1,0.0,0.3,4,-4
COc1ccc(OC)c(/C=C2N=C(/C=C/c3ccccc3OC)OC\2=O)c1,-0.1,-0.5,4,9
O=C(Cc1cccs1)N1CCC[C@H](Cn2nc(-c3cccs3)ccc2=O)C1,0.0,0.2,8,5
CCOC(=O)C1CCN(Cc2ccccc2[N+](=O)[O-])CC1,-0.2,2.3,17,8
CC1CN(c2ccc([N+](=O)[O-])c(NC3CC3)c2)CC(C)O1 (stereo not drawn),-0.3,-0.9,15,1
Cc1onc(-c2c(Cl)cccc2Cl)c1C(=O)NCCC(C)C,0.0,-1.3,4,-7
CC(=O)N1CCc2cc(Br)cc(S(=O)(=O)NC(C)C)c21,-0.3,-1.9,0,-7
O=C(CN1CCN(c2nccn2-c2cccc(Cl)c2)CC1)NCc1ccc(F)cc1,-0.2,2.3,14,-8
O=C(CN1CCN(c2ccccc2)CC1)Nc1c(C(=O)C2CC2)oc2ccccc12,-0.1,1.3,2,3
ONC(=Nc1ccccc1)c1cccnc1,-0.1,0.2,5,-4
CC1=NN(c2ccccc2)C(=O)/C1=C\c1ccc([N+](=O)[O-])cc1,-0.1,4.7,11,-4
CCCn1c2ccccc2c2nnc(SC(CC)C(=O)Nc3cc(C)on3)nc21 (stereo not drawn),-0.1,1.4,12,6
O=C(Nn1c(-c2cccc(Cl)c2)nc2ccccc2c1=O)c1ccc([N+](=O)[O-])cc1Cl,0.0,-0.9,-4,10
CNC(=O)CSc1nc2cccnc2n1C,0.2,2.1,19,7
Cc1ccc(C)c(S(=O)(=O)N2CC(=O)Nc3ccccc32)c1,-0.2,-0.2,-7,20
COc1ccc(NC(=O)CN2CCN(c3ccccc3C)CC2)cc1,0.2,0.8,5,2
CCNC(=O)n1cc(-c2nc3ccccc3o2)c(-c2ccncc2)n1,0.4,-1.2,18,-1
Cc1nn(Cc2ccc(Cl)cc2)c(C)c1NC(=O)CCCn1nc(C)c([N+](=O)[O-])c1C,0.0,0.2,6,11
CCOC(=O)C1=NNC2C(=O)N(c3ccc(Cl)c(Cl)c3)C(=O)C12 (stereo not drawn),-0.1,3.5,0,6
C/C(O)=c1/cc2c3ccccc3c(=O)c3cccc(c3-2)c1=O,0.2,3.2,-8,-8
CC(=O)N/C(=C\c1ccccc1)C(=O)NC(Cc1ccc(O)cc1)C(=O)O (stereo not drawn),-0.1,0.7,0,4
CCCS(=O)(=O)N1CCN(C2CC3CCC2C3)CC1 (stereo not drawn),-0.2,0.8,42,-3
Cc1c(Nc2ncnc3c2cnn3-c2ccccc2)c(=O)n(-c2ccccc2)n1C,0.4,1.8,7,10
Cc1cc(C)c(NC(=O)c2ccc3c(c2)OCO3)c(C#N)c1,-0.2,3.0,-16,4
CCn1c2c(c(=O)[nH]c1=O)C(c1cccc3ccccc13)C1=C(N2)c2ccccc2C1=O (stereo not drawn),0.2,-1.1,24,11
O=C1OC(/C=C\c2cccc([N+](=O)[O-])c2)=NC/1=C/c1cccc(F)c1,0.4,0.0,18,1
CC1=C(C(=O)Nc2ccc(F)cc2)C(c2cccc(Cl)c2)NC(=O)N1 (stereo not drawn),0.1,-1.3,-1,9
CCCOc1ccc([N+](=O)[O-])cc1/C=C1\C(=O)N(c2ccccc2)N=C1C,0.1,3.7,9,16
COc1cccc(N2CC(NC(=O)c3cccs3)CC2=O)c1 (stereo not drawn),0.0,-1.0,-12,10
O=C(CC1CCCC1)Nc1cccc(N2CCC(NCCc3ccncc3)CC2)c1,-0.2,-0.6,5,-4
C=CCn1c(=O)c2c(nc3n(CCc4ccccc4)c(C)cn23)n(C)c1=O,-0.1,0.9,8,5
CCCN(CCC)C(=O)COc1ccc2c(C)cc(=O)oc2c1,0.2,0.3,-17,-11
O=C1c2ccccc2NC2(C(=O)N(Cc3ccccc3)c3ccccc32)N1C1CC1 (stereo not drawn),0.1,-1.3,12,-11
CC1CCCCN1C(=O)CSc1nc2ccccc2c(=O)[nH]1 (stereo not drawn),-0.1,-1.1,-6,-11
Cc1ccc(NC(=O)c2ncn(-c3ccccc3)n2)cc1,0.7,-1.9,15,-76
CS(=O)(=O)N(CC(=O)Nc1cccnc1)c1ccc(F)cc1,0.2,-0.1,-7,-11
COc1cccc(CNC(=O)c2cc3c(-c4cn[nH]c4)cccn3n2)c1,0.2,-1.1,2,-4
CC1([N+](=O)[O-])COC(c2cccc(I)c2)OC1 (stereo not drawn),0.1,1.5,4,-3
O=C1CCSc2ccccc2N1Cc1ccc(F)cc1,-0.1,-0.3,10,2

# (list continues)
SMILES,FBW7 act,GPR151 ag,MITF inh,TEAD-YAP inh
CCc1ccc(NS(=O)(=O)c2ccc(Br)c(OC)c2)cc1,-0.2,-0.1,1,-12
Cc1cc(N(C)C)nc(N2CCC(C(=O)NCc3ccccc3F)CC2)n1,0.2,2.6,-4,8
COC(=O)C(C)N1C(=O)S/C(=C/c2ccccc2F)C1=O (stereo not drawn),-0.1,-0.3,14,-14
O=S(=O)(c1ccc(Nc2ncnc3c2nc2n3CCCCC2)cc1)N1CCCCC1,-0.2,1.8,-9,3
O=C(Nc1c2c(nn1-c1ccc(Cl)cc1)CS(=O)(=O)C2)c1cccs1,0.5,-1.4,23,4
O=C(CSc1nc2ccccc2c(=O)n1C1CC1)c1ccc(F)cc1,0.0,-0.7,3,-4
COc1ccc(C(=O)Nc2cc(C(=O)NCc3cccc(Cl)c3)ccc2N2CC3CC(C2)c2cccc(=O)n2C3)cc1 (stereo not drawn),0.2,1.5,28,6
COC(=O)c1ccc(OCCOCCn2cnc3ccccc3c2=O)cc1,0.3,-1.1,11,0
CCC(Cc1ccccc1)NC(=O)c1c[nH]c2ccc(S(=O)(=O)N3CCOCC3)cc2c1=O (stereo not drawn),-0.1,0.6,-1,-1
